mcGAS MS inh = mouse cGAS inhibition by mass spec; inhibition, % at 12.5 µM; Q8C6L5; recombinant mouse cGAS, cGAMP by RapidFire MS; actives 0.18% (n = 130,000); AID 1259397;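 active means inhibition of cGAS enzyme activity at or above 60%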;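 further: enzyme stimulated by 45 bp dsDNA with ATP and GTP substrates; cGAMP share of summed cGAMP plus half ATP and half GTP signals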
Target sequence (Q8C6L5 whole entry, looked up): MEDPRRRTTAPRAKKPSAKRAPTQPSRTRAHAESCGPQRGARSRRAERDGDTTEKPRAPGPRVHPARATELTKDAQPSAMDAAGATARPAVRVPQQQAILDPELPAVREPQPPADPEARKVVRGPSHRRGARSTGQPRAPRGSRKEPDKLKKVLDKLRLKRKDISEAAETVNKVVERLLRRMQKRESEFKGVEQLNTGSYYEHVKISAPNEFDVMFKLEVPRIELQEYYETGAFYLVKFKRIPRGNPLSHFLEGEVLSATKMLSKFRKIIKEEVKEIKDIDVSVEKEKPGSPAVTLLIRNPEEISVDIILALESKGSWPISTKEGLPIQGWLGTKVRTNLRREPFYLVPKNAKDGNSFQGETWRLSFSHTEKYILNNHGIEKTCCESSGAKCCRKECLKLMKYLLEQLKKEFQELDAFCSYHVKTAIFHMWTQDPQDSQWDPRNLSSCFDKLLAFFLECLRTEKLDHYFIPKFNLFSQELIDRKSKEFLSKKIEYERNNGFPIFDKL
* hit, by the source's call; & = joins results of further samples.

#	Structure	mcGAS MS inh
1	O=C(CSc1nnnn1-c1cccc(F)c1)N1CCc2ccccc21	-3.4
2	CC(C(=O)O)N(C)C(=O)OCC1c2ccccc2-c2ccccc21 (stereo unspecified)	1.8
3	CCOc1ccc(S(=O)(=O)N2CCN(C(C)=O)CC2)cc1OCC	-5.0
4	C=CCNC(=O)N(C)CCc1ccc(Br)cc1	-7.6
5	C=CCN(C(=O)c1ccccc1NC)C(C)C	-5.0
6	CCN1CCC(CNS(=O)(=O)c2cn(CC)nc2C)C1 (stereo unspecified)	-5.9
7	CCN(CC1=CCN(C)CC1)C(=O)CCOC	-33.7
8	O=S(=O)(NC1(c2ccc3c(c2)OCCO3)CCCC1)c1cccnc1	-11.0
9	Cc1noc(C2CCCN2C(=O)c2cccc(NCc3sccc3C)c2)n1 (stereo unspecified)	-23.9
10	Nc1ncccc1CN1CCC(Cc2cccc(C(=O)O)c2)C1 (stereo unspecified)	-18.8
11	COC(=O)C(C)CN(C)C(=O)C(c1cc(Cl)cc(Cl)c1)N(C)C (stereo unspecified)	-1.0
12	CN(CCc1ccccc1)C1(C(=O)N2CC[C@H](O)C2)Cc2ccccc2C1	-4.5

2 compounds picked at random from those above, as already listed:
#	Structure	mcGAS MS inh
5	C=CCN(C(=O)c1ccccc1NC)C(C)C	-5.0
1	O=C(CSc1nnnn1-c1cccc(F)c1)N1CCc2ccccc21	-3.4

(list continues)
#	Structure	mcGAS MS inh
13	CCc1cnc(N2CC[C@@H](c3ccc4ccccc4c3)[C@H](O)C2)nc1	-11.7
14	COCc1cc(=O)[nH]c(N=C(N)Nc2ccc(Oc3ccccc3)cc2)n1	-52.3
15	Cc1[nH]cnc1CSCCNC(=O)CC1COCCN1 (stereo unspecified)	-30.3
16	CCOc1ccccc1N(Cc1nnc2n1CCCCC2)C(=O)Nc1ccc(OC)cc1	1.6
17	CCOc1ccc2ccccc2c1C(=O)Nn1cnc2c(cnn2-c2ccc(C)cc2)c1=O	-5.8
18	CC(=O)c1cc(C(=O)NC2CC(=O)N(C3CCCCCC3)C2)[nH]n1 (stereo unspecified)	-25.3
19	Cc1ccc(C(=O)N2CCN(S(=O)(=O)N3CCN(C)CC3)CC2)cc1-n1cccc1	-5.9
20	CSc1ccc(NC(=O)NCc2cccnc2N(C)C)cc1	-5.6
21	COc1cc2nc(-c3ccc(Cl)c([N+](=O)[O-])c3)oc(=O)c2cc1OC	1.8
22	COC(=O)CN1C(=O)[C@H](CC(C)C)NC12CCN(C(=O)/C=C/c1cc(F)ccc1F)CC2	-0.3
23	Nc1nc(N=Cc2ccc(F)cc2)n[nH]1	-32.4
24	CN(C)c1ccc(NC(=S)N=P(c2ccncc2)(N(C)C)N(C)C)cc1	-2.2
25	CCOC(=O)N1CCN(c2ncc3c(n2)CC(c2cc(F)cc(F)c2)CC3=O)CC1 (stereo unspecified)	-12.9
26	Cn1nc2c(c1NC(=O)C1(c3ccc(Cl)cc3)CCCC1)CCC2	-4.8
27	Cc1cc(Cl)cc(Cl)c1CNC(=O)c1cc2n(n1)CCN(C)C2	-18.5
28	Cc1nc(CCNC(=O)c2cc(C(C)C)on2)sc1C	-15.9
29	CC(c1nccs1)N(C)S(=O)(=O)NCc1ccccc1 (stereo unspecified)	-17.3
30	COc1c(S(=O)(=O)Nc2cccc(C)n2)ccc(Cl)c1Cl	-14.9
31	CSCc1cccc(C(=O)N2CCOC(C)C2)c1 (stereo unspecified)	-7.6
32	COc1ccc(-n2ccc(C#N)c2C(=O)O)cc1	-6.7
33	COc1ccc2cc(C3CN(c4nccc5occc45)CCO3)ccc2c1 (stereo unspecified)	-11.9
34	CC(NCc1ccccc1F)C(=O)Nc1c(Cl)cc(Cl)cc1Cl (stereo unspecified)	2.9
35	O=C(NCCCn1nc(-c2ccccc2)ccc1=O)C1CC1	6.9
36	CSCC(=O)NC(C)c1cnn(-c2ccccn2)c1C (stereo unspecified)	3.2

Structural class, the compounds so far with an NH in an aromatic ring
#	Structure	mcGAS MS inh
14	COCc1cc(=O)[nH]c(N=C(N)Nc2ccc(Oc3ccccc3)cc2)n1	-52.3
15	Cc1[nH]cnc1CSCCNC(=O)CC1COCCN1 (stereo unspecified)	-30.3
18	CC(=O)c1cc(C(=O)NC2CC(=O)N(C3CCCCCC3)C2)[nH]n1 (stereo unspecified)	-25.3
23	Nc1nc(N=Cc2ccc(F)cc2)n[nH]1	-32.4

Following part:
#	Structure	mcGAS MS inh
37	Cc1noc(C)c1S(=O)(=O)N1CCN(c2ncccn2)CC1	-7.1
38	Cc1nc2ncc3c(=O)n(-n4cnnc4)ccc3n2n1	-8.4
39	Cc1cc(C)cc(-n2ccc3nc(N4CCOCC4)ncc3c2=O)c1	-5.5
40	CCc1nnc(NC(=O)[C@@H](NS(=O)(=O)c2cccc(Cl)c2)C(C)C)s1	5.2
41	CCCn1c(SC(C(=O)c2ccccc2)c2ccccc2)n[nH]c1=O (stereo unspecified)	6.9
42	CN(CC1CCN(CCc2ccc(Cl)cc2)CC1)C(=O)CC1NC(=O)c2ccccc21 (stereo unspecified)	-7.4
43	COc1cccc(-c2cnc(C(O)c3ccccc3)[nH]2)c1 (stereo unspecified)	-5.6
44	Cc1nc(-c2ccc(OCC(C)C)c(C#N)c2)sc1C(=O)O	-4.8
45	Clc1ccc2c(c1)CCc1cccnc1C2=C1CCNCC1	-8.0&-2.0
46	O=C(O)CSc1nnc(Cc2ccccc2F)n1-c1ccccc1Cl	-30.1
47	CC1=NN(CC(=O)NC(c2nccn2C)C(C)C)CC1 (stereo unspecified)	-7.8
48	CNC(=O)Cc1ccccc1NC(=O)NC1CC(C)CCC1C(C)C (stereo unspecified)	-7.2
49	COc1ccc(-c2cc3cc(OC)c(OC)cc3c[n+]2C(C)C(=O)O)cc1 (stereo unspecified)	-17.6
50	Cc1noc(C(C)C)c1C(=O)NCCc1ccc(Cl)s1	-9.2
51	COCCN(CC1CCN(Cc2ccccc2OC)CC1)C(=O)C=C(C)C	-9.5
52	COc1cc(OC)cc(OS(=O)(=O)c2c(C)cc(C)cc2C)c1	0.1
53	O=C(c1ccc(Cn2cnnn2)cc1)N1[C@H]2CCNC[C@@H]1CC2	-16.0
54	CNc1cncc(-c2ccc(CN(C)C)cc2)n1	1.9
55	CC(=O)c1c(-c2ccc(Cl)cc2)c2ccccc2n(C)c1=O	-0.7
56	COc1cc(C(=O)N2C(C(=O)NC(C)C)CSC2c2ccc(F)cc2)cc(OC)c1OC (stereo unspecified)	-1.1
57	O=P(c1ccccc1)(c1ccccc1)C1COCCO1 (stereo unspecified)	-0.9
58	CCCC1SCCN1C(=O)c1cc2ccccc2c(=O)[nH]1 (stereo unspecified)	-3.0
59	CC1CCN(C(=O)CN2C(=O)NC3(CCCCCC3)C2=O)CC1	-7.8
60	CC(Oc1cccc(F)c1)C(=O)N(Cc1ccccc1)C1CCS(=O)(=O)C1 (stereo unspecified)	-2.2
61	CC(Cn1cc2ncccc2c1O)(c1ccccc1)c1ccccc1	-4.9
62	O=C(NCc1cccc(CN2CCCC2=O)c1)c1ccc(Cl)cc1Cl	-3.4
63	Cc1ccc2oc(N3CCN4CCNC(=O)C4C3)nc2c1 (stereo unspecified)	-16.2
64	CN(CC(=O)Nc1ccccc1)C(=O)c1csc2cncn12	-3.4
65	Cc1cc(=O)nc2sc(N3CCN(C(=O)C(NS(=O)(=O)c4cccs4)C(C)C)CC3)nn12 (stereo unspecified)	-7.9
66	CNC(=O)C1CCCN1C(=O)c1nnn(-c2cccc3ncccc23)c1C (stereo unspecified)	-9.1
67	O=C(CCc1nc2c(F)cccc2[nH]1)N1CCCC1	-1.4
68	COc1ccc(OC)c(NC(=O)Nc2ccc(Nc3cc(OC(C)C)nc(C)n3)cc2)c1	-7.2
69	Cc1cc(NC(=O)C(=O)N2CCN(CCOc3ccc(Cl)cc3)CC2)no1	-4.3
70	CCCC(NC(=O)c1ccc[n+]([O-])c1)c1ccccc1 (stereo unspecified)	-27.5
71	CC1CN(c2ccccc2)CCN1Cc1ccc(CN(C)S(C)(=O)=O)o1 (stereo unspecified)	5.1
72	CCn1ncc2ccc(NC(=O)NCC(C)c3ccccc3)cc21 (stereo unspecified)	10.6
73	CN(Cc1c(F)cccc1Cl)c1nc(C(F)(F)F)nc2ccccc12	-8.6
74	O=C(Cn1cnc2c(nnn2Cc2ccccc2F)c1=O)N1CCCc2ccccc21	10.3
75	CC(SCc1ccccc1)C(=O)N1CCNC1=O (stereo unspecified)	-4.0
76	CCCCOc1ccccc1C(=O)N1CCC(N2CCCC2=O)CC1	6.1
77	CC(NC(=O)C1(c2cccc(Cl)c2)CC1)c1ccc(N2CCN(C)CC2)cc1 (stereo unspecified)	-13.1
78	CCN(CC)C(=O)CCNC(=O)c1c[nH]c2ccc(OC)cc12	-44.5
79	CC1(C)OCC(CNC(=O)c2ccc(SC(F)(F)F)cc2)O1 (stereo unspecified)	10.0
80	NC(=S)Cc1nc2ccccc2[nH]1	26.4
81	CCC1(CC)CCN(C(=O)c2nnc(COC)o2)C1	-14.4
82	Cc1ccc(N2CCCS2(=O)=O)cc1NC(=O)C(=O)NCc1cccnc1	5.2
83	CC1(CC(=O)NNC(=O)C(CC(=O)O)NCc2ccco2)OCCO1 (stereo unspecified)	0.5
84	CN1CCCc2cc(CNC(=O)C3CC3c3cccnc3)ccc21 (stereo unspecified)	-6.0
85	CN(CCc1ccccc1)C1(C(=O)NC2CCCOC2)Cc2ccccc2C1 (stereo unspecified)	-12.4
86	CN(Cc1ccccc1)C(=O)CCC1CCN(C(=O)CCOc2ccccc2)CC1	-2.3
87	CCNC(=O)CSc1nnc(-c2ccc(Cl)cc2Cl)n1CC	-4.4&-2.1
88	CC1Cc2ccccc2N1Cc1ccoc1C(=O)N1CC[C@@H](O)C1 (stereo partly specified)	-17.0
89	CC(c1ccc(Cl)cc1)N(C)C(=O)Nc1nc2c(s1)CCCC2 (stereo unspecified)	-0.5
90	COc1ccc(-c2noc(Cn3cnc4scc(-c5ccccc5)c4c3=O)n2)cc1OC	6.2
91	O=C(Cn1[nH]c(=O)ccc1=O)N1CCC(c2ccccc2Cl)C1 (stereo unspecified)	-1.8
92	FC(F)(F)c1cccc(-c2ccc(-c3nn4c(-c5ccco5)nnc4s3)o2)c1	-6.6
93	CC(NC(N)=O)C(=O)Nc1ccc2c(c1)Cc1ccccc1-2 (stereo unspecified)	-3.6
94	Cn1nnc2c(SCC(=O)NCc3ccc4c(c3)OCO4)ncnc21	-4.6
95	CC(NC(=O)NC(=O)Cn1ncc(Cl)c(Cl)c1=O)C1CC2CCC1C2 (stereo unspecified)	-42.3
96	C=Cc1ccc(Cn2cc(C(=O)NCc3cccs3)sc2=O)cc1	-3.6

(more compounds)
#	Structure	mcGAS MS inh
97	O=C(/C=C\c1ccccc1)Nc1c2c(nn1-c1ccc([N+](=O)[O-])cc1)CSC2	-1.6
98	O=C1NCc2cccc(NS(=O)(=O)c3c(Cl)cccc3Cl)c21	-22.7
99	S=C(NCc1cccs1)NC1CCSc2ccccc21 (stereo unspecified)	0.0
100	Cc1occc1-c1nnc(SCC#N)n1Cc1ccccc1	-5.1
101	COc1ccc([N+](=O)[O-])cc1NC(=O)c1c(-c2ccccc2Cl)noc1C	-2.0
102	Cc1occc(=O)c1O	-19.5
103	C=C1NC(=Nc2ccc(I)cc2)N=C(Nc2ccc(OC)cc2)C1[N+](=O)[O-] (stereo unspecified)	-2.2
104	Cc1cccc(NC(=O)N2CCn3nc(C(=O)NCCN(C)C)cc3C2)c1	-9.9
105	Cc1cc(Nc2ccc3c(n2)C(=O)N(CC(=O)NCC(C)(C)C)C3)n(C)n1	7.2
106	O=C(c1n[nH]c2ccccc12)N1CCC(c2[nH]ncc2-c2cccc(F)c2)CC1	-5.2
107	COCCOCCCNC(=O)C(C)c1c(Cl)cccc1Cl (stereo unspecified)	2.3
108	CC1(C)C(=O)NCCN1S(=O)(=O)c1ccc(C(F)(F)F)cc1	-3.7
109	O=C(c1cccc(NCc2c(F)cccc2Cl)c1)N1CCOCC1	-2.3
110	CCCS(=O)(=O)Nc1cccc(NC(=O)Cc2ccc(C)cc2)c1C	-5.3
111	CN(Cc1c(F)cccc1Cl)S(=O)(=O)N1CCc2ccccc2C1	-12.1
112	NC(=NS(=O)(=O)Cc1ccccc1)Nc1nc2ccccc2o1	-7.8
113	CC(C)(C)c1ccc(CCC(=O)NCCn2cccc2)cc1	-8.3
114	Cc1cc(C)c(C)c(OC(=O)c2sc(Cl)nc2C)c1	-5.0
115	CS(=O)(=O)n1nc(-c2ccccc2)nc1NCc1ccco1	-6.8
116	CN1C(=O)C[C@@H](C(=O)NC23CC4CC(CC(C4)C2)C3)[C@@H]1c1cccnc1	-4.5
117	Nc1n[nH]c2cc(-c3ccc(Cl)cc3Cl)[nH]c(=O)c12	-1.8
118	O=C1c2ccccc2C(=O)N1CCSc1n[nH]c(C(F)(F)F)n1	0.9
119	CCOc1ccc(S(=O)(=O)NCc2ccco2)cc1OCC	-5.2
120	CC(C)N(Cc1nc2ccccc2c(=O)[nH]1)C(=O)c1ccccn1	-14.0
121	COc1ccc(C(CNc2ncnc3sc4c(c23)CCCC4)N2CCOCC2)cc1OC (stereo unspecified)	-3.0
122	CCCc1nc2nc3c(cn2n1)C(=O)CCC3	-1.1
123	COc1ccccc1CCN(C)CC(=O)Nc1nc(C)cs1	-7.0
124	Cc1cccc(NC(=O)CSc2nnc(CNC(=O)c3cc(Br)ccc3Cl)n2-c2ccccc2)c1	-2.2

Structures above containing a nitro group on carbon (4):
#	Structure	mcGAS MS inh
21	COc1cc2nc(-c3ccc(Cl)c([N+](=O)[O-])c3)oc(=O)c2cc1OC	1.8
97	O=C(/C=C\c1ccccc1)Nc1c2c(nn1-c1ccc([N+](=O)[O-])cc1)CSC2	-1.6
101	COc1ccc([N+](=O)[O-])cc1NC(=O)c1c(-c2ccccc2Cl)noc1C	-2.0
103	C=C1NC(=Nc2ccc(I)cc2)N=C(Nc2ccc(OC)cc2)C1[N+](=O)[O-] (stereo unspecified)	-2.2

The list is partial; the hit share may differ from the screen's.
